Glyco luc inh – N-linked glycosylation inhibition; reporter increase, % at 12.5 µM; D54 ERlucT glycosylation luciferase reporter, 24 h; percent of 100 nM tunicamycin response; 360,000 tested, 0.23% active;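 active = mean luciferase reporter signal, scaled so untreated is 0 and the glycosylation-blocking control 100, at or above a set limit in every replicate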;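 note: luciferase carries N-glycosylation sites so blocking glycosylation raises the light; 0% = median of neutral control wells and 100% = median of 100 nM tunicamycin wells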
Cardio protect – protects H9c2 cardiomyocytes from peroxide injury; AID 588492; 360,000 tested, 0.63% active; H2O2 injury protection, ATPLite, 2 h; protection from H2O2 cell death, % at 20 µM;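 active = compounds giving at least 50% protection of heart cells from peroxide-induced death in the single-dose screen, raw or plate-pattern-corrected value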;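 note: 0% = DMSO wells with peroxide and 100% = DMSO wells without peroxide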
MC4R ag barr – human MC4R agonism via beta-arrestin | 360,000 tested, 0.98% active | activation, % at 8.9 µM | P32245 | U2OS MC4R beta-arrestin complementation, luminescence; percent of melanotan II response, DMSO zero | AID 540308;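 active = activation above a per-plate cutoff, the mean activation of sample wells on that plate plus 3 SD, cut at about 8% in these data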
Target sequence (P32245 whole entry, looked up): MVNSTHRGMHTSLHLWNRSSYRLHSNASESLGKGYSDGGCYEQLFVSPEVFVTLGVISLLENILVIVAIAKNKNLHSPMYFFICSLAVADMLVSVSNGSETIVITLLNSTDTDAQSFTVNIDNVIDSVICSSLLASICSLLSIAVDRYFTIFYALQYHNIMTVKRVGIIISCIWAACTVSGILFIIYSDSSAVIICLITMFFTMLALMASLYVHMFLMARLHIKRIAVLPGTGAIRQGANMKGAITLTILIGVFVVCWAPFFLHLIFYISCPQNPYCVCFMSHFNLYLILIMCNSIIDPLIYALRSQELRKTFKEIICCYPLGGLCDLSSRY
HTR2A ag – agonists of mouse serotonin 5-HT2A receptor (HTR2A); P35363; CHO-K1 mHTR2A beta-arrestin complementation, luminescence; percent of 30 µM serotonin response; activation, % at 7.6 µM; 360,000 tested, 0.66% active; AID 624169;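 active = activation above a run cutoff, the mean activation of all tested compounds plus 3 SD, cut at about 14% in these data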;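 note: 0% = plate median of compound wells and 100% = 30 µM serotonin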
PDI turbidity – blocks human protein disulfide isomerase activity | P07237 | PDI insulin aggregation turbidity, A650, 90 min | inhibition, % at 10 µM | 350,000 tested, 0.052% active | AID 588391;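 active = mean inhibition across replicates of 30% or more, whatever share of single replicates reach that level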;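 note: absorbance from insulin aggregation driven by PDI reduction with DTT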
Target sequence (P07237 whole entry, looked up): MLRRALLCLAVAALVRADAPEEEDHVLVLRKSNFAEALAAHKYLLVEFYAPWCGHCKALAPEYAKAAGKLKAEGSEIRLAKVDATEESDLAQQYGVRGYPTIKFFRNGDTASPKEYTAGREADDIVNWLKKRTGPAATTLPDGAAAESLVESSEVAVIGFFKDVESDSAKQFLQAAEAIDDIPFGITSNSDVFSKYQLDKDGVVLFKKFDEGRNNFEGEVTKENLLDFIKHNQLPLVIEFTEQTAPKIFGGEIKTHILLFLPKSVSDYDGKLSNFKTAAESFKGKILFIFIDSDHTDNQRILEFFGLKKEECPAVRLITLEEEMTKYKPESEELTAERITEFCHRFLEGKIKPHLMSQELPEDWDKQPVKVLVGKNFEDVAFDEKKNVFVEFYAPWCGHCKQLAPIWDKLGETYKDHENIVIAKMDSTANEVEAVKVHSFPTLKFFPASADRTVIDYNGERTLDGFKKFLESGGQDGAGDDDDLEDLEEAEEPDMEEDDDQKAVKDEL
CaV13 FRET inh – Disruptors of the CACNA1D IQ motif to Ca2+-dependent inactivation inhibitor domain association, primary screening, Förster resonance energy transfer in intact living …; HEK cells, CFP/YFP FRET ICDI-IQ, plate reader, 10 min; percent FRET-ratio fall versus neutral wells; inhibition, % at 12.3 µM; 340,000 tested, 0.098% active;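 active = mean replicate inhibition of at least 30% and at least 1% of replicates passing that level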;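 note: 0% = median of the neutral control wells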
ABHD5-PLIN5 inh – inhibitors of human ABHD5-perilipin-5 interaction | Q00G26+Q8WTS1 | Split G. princeps luciferase complementation, luminescence, 4 h | inhibition, % at 4 µM | 360,000 tested, 0.78% active | AID 602281;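 active = inhibition above the mean inhibition across every tested compound plus 3 SD, cut at about 22% in these data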;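 note: 0% = DMSO only wells and the 100% control is not disclosed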
MC4R antag cAMP – human MC4R antagonism in cAMP assay; P32245; inhibition, % at 6.5 µM; 360,000 tested, 0.48% active; MC4R-expressing cells, MTII-stimulated cAMP, LANCE TR-FRET;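 active = inhibition above its plate's cutoff, the mean of tested wells on that plate plus 3 SD, cut at about 29% in these data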;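 note: 0% = Melanotan II alone and 100% = Melanotan II plus saturating MCL0020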
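Assay system: U2OS cells stably expressing human melanocortin 4 receptor (MC4R) / Dosing: 6.5 µM / Timing: compound 30 min, challenge 1 h, detection 1 h / Measured by: Eu-cAMP/anti-cAMP TR-FRET, emission 671 nm / Replicates: singlicate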
ABCB6 inh 2 – inhibitors of human ABC transporter ABCB6; Q9NP58; K562-ABCB6 porphyrin accumulation, flow cytometry, 1 h; active compounds read low; fluorescence ratio to DMSO, % at 10 µM; 360,000 tested, 0.19% active; AID 602162;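 active = fluorescence ratio to DMSO below 75%, the collection mean minus 3 SD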;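 note: signal is porphyrin accumulated inside mitochondria; 100% equals median channel fluorescence of DMSO control wells; lower ratio means ABCB6 inhibition with less porphyrin fluorescence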
Exocytosis inh – lytic granule exocytosis inhibition | AID 651702 | inhibition, % at 10 µM | TALL-104 LAMP-1 surface exposure, flow cytometry; cells stimulated with thapsigargin and PMA | 360,000 tested, 0.66% active;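 active = inhibition above about 55%, limit read from the data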
An asterisk follows results filed as active. Random draw from the library. Share with any hit: about 4.2%.

CCOP(=O)(c1ccccc1)C(O)c1ccc([N+](=O)[O-])cc1 (centres undefined) was read as Glyco luc inh 2, Cardio protect -1, MC4R ag barr -1.0, HTR2A ag 1, PDI turbidity -3, CaV13 FRET inh -20, ABHD5-PLIN5 inh 9, MC4R antag cAMP 3, ABCB6 inh 2 100 and Exocytosis inh 2.
Screening COc1cc(/C=C/C(=O)OCC(=O)NCc2ccco2)ccc1OCC#N returned Glyco luc inh 4, Cardio protect -1, MC4R ag barr -2.5, HTR2A ag 0, PDI turbidity -18, CaV13 FRET inh -6, ABHD5-PLIN5 inh -5, MC4R antag cAMP 3, ABCB6 inh 2 97 and Exocytosis inh 3.
Screening CCn1c(CCn2ccnc2C)n[nH]c1=S returned Glyco luc inh -1, Cardio protect 4, MC4R ag barr -1.5, HTR2A ag -2, PDI turbidity 2, CaV13 FRET inh -3, ABHD5-PLIN5 inh -3, MC4R antag cAMP 3, ABCB6 inh 2 92 and Exocytosis inh -1.
`COc1cccc(NC(=S)NC2CC(C)(C)NC(C)(C)C2)c1` gave Glyco luc inh 3, Cardio protect 1, MC4R ag barr -0.6, HTR2A ag 5, PDI turbidity 9, CaV13 FRET inh -4, ABHD5-PLIN5 inh 6, MC4R antag cAMP 5, ABCB6 inh 2 100 and Exocytosis inh 4.
For CCN(/C=N/c1sc2c(c1C#N)CC(C)(C)NC2(C)C)CC the results were Glyco luc inh -2, Cardio protect 8, MC4R ag barr -1.5, HTR2A ag 0, PDI turbidity 0, ABHD5-PLIN5 inh 6, MC4R antag cAMP 0, ABCB6 inh 2 101 and Exocytosis inh 1.
CCOc1ccc(N(CC(=O)N2CCCCCC2)S(=O)(=O)c2ccc(F)cc2)cc1 was read as Glyco luc inh -2, Cardio protect -1, MC4R ag barr -3.8, HTR2A ag -4, PDI turbidity 2, CaV13 FRET inh -6, ABHD5-PLIN5 inh -5, MC4R antag cAMP -2, ABCB6 inh 2 92 and Exocytosis inh -1.
Cc1ccc(S(=O)(=O)N2CCOCC2)cc1NC(=O)COC(=O)CCn1c(C)csc1=O was read as Glyco luc inh -1, Cardio protect -1, MC4R ag barr -2.6, HTR2A ag -4, PDI turbidity 1, CaV13 FRET inh -7, ABHD5-PLIN5 inh 4, MC4R antag cAMP 4, ABCB6 inh 2 107 and Exocytosis inh -10.
Screening Cc1ccc(C2=[N+]([O-])C3(CCCCC3=O)N(O)C2(C)C)cc1 (centres undefined) returned Glyco luc inh 2, Cardio protect 2, MC4R ag barr -0.2, HTR2A ag 6, PDI turbidity 15, CaV13 FRET inh -3, ABHD5-PLIN5 inh -1, MC4R antag cAMP -2, ABCB6 inh 2 91 and Exocytosis inh 4.
CCCCCC(=O)Nc1cccc(C2=NOC3(C2)C[C@H](C(N)=O)N(C(=O)CC)C3)c1 (some centres undefined) was read as Glyco luc inh -1, Cardio protect 2, MC4R ag barr 0.0, HTR2A ag 2, PDI turbidity 3, ABHD5-PLIN5 inh 7, MC4R antag cAMP 15, ABCB6 inh 2 101 and Exocytosis inh -3.
For CCN1C(=O)/C(=C2/C=CC=CN2C)SC1=S the results were Glyco luc inh -1, Cardio protect -3, MC4R ag barr -0.1, HTR2A ag 0, PDI turbidity -2, CaV13 FRET inh -6, ABHD5-PLIN5 inh 2, MC4R antag cAMP 7, ABCB6 inh 2 98 and Exocytosis inh 2.
For COCc1cc(CN2CCN(Cc3ccsc3)C(CCO)C2)ccc1OC (centres undefined) the results were Glyco luc inh 1, Cardio protect 2, MC4R ag barr -3.5, HTR2A ag -5, PDI turbidity -1, CaV13 FRET inh -15, ABHD5-PLIN5 inh 1, MC4R antag cAMP -2, ABCB6 inh 2 105 and Exocytosis inh 3.
For CC12CCC(C(=O)N(CCCCN3CCN(Cc4ccccc4)CC3)C1=O)C2(C)C (centres undefined) the results were Glyco luc inh 0, Cardio protect 7, MC4R ag barr 1.7, HTR2A ag -9, PDI turbidity 0, CaV13 FRET inh -5, ABHD5-PLIN5 inh -3, MC4R antag cAMP -3, ABCB6 inh 2 102 and Exocytosis inh 1.
Screening Cc1ccc2c(c1)C1CN(C)CCC1N2C(=S)NC(=O)c1ccc(Br)cc1 (centres undefined) returned Glyco luc inh 7, Cardio protect 11, MC4R ag barr -4.4, HTR2A ag -4, PDI turbidity -4, CaV13 FRET inh -7, ABHD5-PLIN5 inh -3, MC4R antag cAMP 3, ABCB6 inh 2 99 and Exocytosis inh -1.
For CC(C)Cc1csc(NC(=O)C(C)C)c1C(=O)O the results were Glyco luc inh 1, Cardio protect 3, MC4R ag barr -2.5, HTR2A ag 7, PDI turbidity 4, CaV13 FRET inh -4, ABHD5-PLIN5 inh -2, MC4R antag cAMP -1, ABCB6 inh 2 98 and Exocytosis inh -3.
`O=C1c2cccc3cc(Br)cc(c23)C(=O)N1Nc1ccccc1` gave Glyco luc inh -3, Cardio protect 2, MC4R ag barr -0.7, HTR2A ag -7, PDI turbidity 7, CaV13 FRET inh -6, ABHD5-PLIN5 inh 4, MC4R antag cAMP -3, ABCB6 inh 2 102 and Exocytosis inh -1.
Screening Cc1ccc(S(=O)(=O)N(C)CC(=O)Nc2ccncc2)cc1 returned Glyco luc inh -2, Cardio protect 5, MC4R ag barr -3.4, HTR2A ag 0, PDI turbidity -2, CaV13 FRET inh 2, ABHD5-PLIN5 inh -5, MC4R antag cAMP 2, ABCB6 inh 2 90 and Exocytosis inh 5.
O=C(NCc1cccc(Cl)c1)c1ccc(S(=O)(=O)N2CCCCC2)cc1 was read as Glyco luc inh -3, Cardio protect -3, MC4R ag barr -0.9, HTR2A ag -12, PDI turbidity 8, CaV13 FRET inh -10, ABHD5-PLIN5 inh -5, MC4R antag cAMP 13, ABCB6 inh 2 98 and Exocytosis inh 7.
For c1ccc2c(c1)[nH]c1ccccc12 the results were Glyco luc inh 6, Cardio protect -9, MC4R ag barr 2.6, HTR2A ag 1, ABHD5-PLIN5 inh 1, MC4R antag cAMP -14, ABCB6 inh 2 99 and Exocytosis inh 4.
Screening CCOC(=O)c1c(NC(=O)c2cccs2)sc(CC)c1-c1cccs1 returned Glyco luc inh -4, Cardio protect -4, MC4R ag barr -0.4, HTR2A ag -4, PDI turbidity -10, CaV13 FRET inh -10, ABHD5-PLIN5 inh 0, MC4R antag cAMP 25, ABCB6 inh 2 100 and Exocytosis inh -1.
`Nc1c2c(nc3ccccc13)CCC2` gave Glyco luc inh 6, Cardio protect 2, MC4R ag barr -2.1, HTR2A ag -7, PDI turbidity -4, ABHD5-PLIN5 inh -8, MC4R antag cAMP -1, ABCB6 inh 2 108 and Exocytosis inh -1.

Fetched by structure from the entries so far (two):
CCOP(=O)(c1ccccc1)C(O)c1ccc([N+](=O)[O-])cc1 (centres undefined) was read as Glyco luc inh 2, Cardio protect -1, MC4R ag barr -1.0, HTR2A ag 1, PDI turbidity -3, CaV13 FRET inh -20, ABHD5-PLIN5 inh 9, MC4R antag cAMP 3, ABCB6 inh 2 100 and Exocytosis inh 2.
Cc1ccc(S(=O)(=O)N2CCOCC2)cc1NC(=O)COC(=O)CCn1c(C)csc1=O was read as Glyco luc inh -1, Cardio protect -1, MC4R ag barr -2.6, HTR2A ag -4, PDI turbidity 1, CaV13 FRET inh -7, ABHD5-PLIN5 inh 4, MC4R antag cAMP 4, ABCB6 inh 2 107 and Exocytosis inh -10.

Filtered by structure: those above with a cyano group.
Screening COc1cc(/C=C/C(=O)OCC(=O)NCc2ccco2)ccc1OCC#N returned Glyco luc inh 4, Cardio protect -1, MC4R ag barr -2.5, HTR2A ag 0, PDI turbidity -18, CaV13 FRET inh -6, ABHD5-PLIN5 inh -5, MC4R antag cAMP 3, ABCB6 inh 2 97 and Exocytosis inh 3.
For CCN(/C=N/c1sc2c(c1C#N)CC(C)(C)NC2(C)C)CC the results were Glyco luc inh -2, Cardio protect 8, MC4R ag barr -1.5, HTR2A ag 0, PDI turbidity 0, ABHD5-PLIN5 inh 6, MC4R antag cAMP 0, ABCB6 inh 2 101 and Exocytosis inh 1.

(continued)
`Cc1ccccc1-c1csc(C(O)(c2ccccc2)C(F)(F)F)n1` (centres undefined) gave Glyco luc inh 0, Cardio protect -4, MC4R ag barr 2.5, HTR2A ag -2, PDI turbidity -4, CaV13 FRET inh -5, ABHD5-PLIN5 inh -9, MC4R antag cAMP 1, ABCB6 inh 2 95 and Exocytosis inh -6.
`O=C(CCSCc1ccccc1F)NCc1cccnc1` gave Glyco luc inh 1, Cardio protect -3, MC4R ag barr 0.2, HTR2A ag 0, PDI turbidity 5, CaV13 FRET inh -3, ABHD5-PLIN5 inh -2, MC4R antag cAMP -4, ABCB6 inh 2 92 and Exocytosis inh 3.
`O=C(NNC(=O)c1cccc(-n2cccc2)c1)c1ccccc1` gave Glyco luc inh 1, Cardio protect -1, MC4R ag barr -0.3, HTR2A ag 2, PDI turbidity -12, CaV13 FRET inh -2, ABHD5-PLIN5 inh -10, MC4R antag cAMP 9, ABCB6 inh 2 90 and Exocytosis inh -6.
Screening CCN(CC)CCOC(=O)c1ccc(N/C=C(/C#N)c2nc(-c3cc4ccccc4oc3=O)cs2)cc1 returned Glyco luc inh -2, Cardio protect 4, MC4R ag barr 0.5, HTR2A ag 1, PDI turbidity 13, CaV13 FRET inh -5, ABHD5-PLIN5 inh -8, MC4R antag cAMP 2, ABCB6 inh 2 101 and Exocytosis inh -18.
For O=C(NCc1cccs1)C1CCCN(C(=O)Nc2ccccc2)C1 (centres undefined) the results were Glyco luc inh 1, Cardio protect -4, MC4R ag barr -0.4, HTR2A ag 6, PDI turbidity 2, CaV13 FRET inh -2, ABHD5-PLIN5 inh -6, MC4R antag cAMP 17, ABCB6 inh 2 97 and Exocytosis inh -3.
For CC(C)N(Cc1ccccc1)C(=O)COC(=O)c1cc(S(=O)(=O)N(C)C)ccc1N1CCCC1 the results were Glyco luc inh -3, Cardio protect 25, MC4R ag barr 0.1, HTR2A ag 1, PDI turbidity 7, CaV13 FRET inh -7, ABHD5-PLIN5 inh 0, MC4R antag cAMP 10, ABCB6 inh 2 110 and Exocytosis inh 3.
Screening CCOC(=O)N1CCN(c2nc3ccc(C)cc3n3cnnc23)CC1 returned Glyco luc inh 1, Cardio protect 7, MC4R ag barr -1.2, HTR2A ag 4, PDI turbidity 2, CaV13 FRET inh -4, ABHD5-PLIN5 inh 8, MC4R antag cAMP 7, ABCB6 inh 2 98 and Exocytosis inh 11.
FC(F)(F)COc1nc(N/N=C/c2cccnc2)nc(N2CCCCC2c2ccccn2)n1 (centres undefined) was read as Glyco luc inh 4, Cardio protect 1, MC4R ag barr -1.7, HTR2A ag -1, PDI turbidity -2, CaV13 FRET inh 2, ABHD5-PLIN5 inh 3, MC4R antag cAMP 17, ABCB6 inh 2 96 and Exocytosis inh 0.
For CSc1oc(-c2ccco2)nc1S(=O)(=O)c1ccc(Br)cc1 the results were Glyco luc inh -2, Cardio protect 8, MC4R ag barr 1.5, HTR2A ag 6, CaV13 FRET inh -4, ABHD5-PLIN5 inh -2, MC4R antag cAMP 6, ABCB6 inh 2 102 and Exocytosis inh 1.
